Source: PubChem BioAssay (NCI)
All columns: NCI-60 one-dose screen, growth in % after 48 h at 10 µM unless noted; 100 = growth as untreated, 0 = no growth, -100 = all killed.
HT29 – HT29 colon cancer | 81,000 compounds, 7.4% hits
HCT-116 – HCT-116 colon cancer | 82,000 compounds, 7.3% hits
A498 – A498 renal cancer cells; 76,000 compounds, 5.4% hits; AID 1794774
HCT-15 – HCT-15 colon cancer; 82,000 compounds, 5.2% hits; AID 1794746
KM12 – KM12 colon cancer cells; 82,000 compounds, 5% hits; AID 1794800
SW-620 – SW-620 colon cancer | 82,000 compounds, 5.2% hits
HCC-2998 – HCC-2998 colon cancer | 79,000 compounds, 4.7% hits
SNB-75 – SNB-75 CNS cancer; 79,000 compounds, 5% hits; AID 1794750
COLO 205 – COLO 205 colon cancer | 79,000 compounds, 7.3% hits
Numbers without * were called inactive; . = not tested or not shown; & = joins results of further samples; ! = not active in a repeat; [ ] = another dose, or the depositor's remark. Rule for the calls: active = growth percent below 10; inactive = the rest. Only part of the results is shown; count on the stated rates, not on these rows.

SMILES	HT29	HCT-116	A498	HCT-15	KM12	SW-620	HCC-2998	SNB-75	COLO 205
Clc1ccc(SSC(Cl)(Cl)Cl)cc1	100.9	101.1	110.5	111.6	108.1	97.6	110.4	106.0	113.8
Cc1ccc(N)cc1N	103.5	.	103.4	101.1	102.3	98.3	.	97.2	103.3
C[C@]12CC[C@H]3[C@@H](CCC4=CC(=O)CC[C@@]43C)[C@@H]1C[C@@H](F)[C@H]2O	100.9	95.4	83.8	108.6	105.3	108.9	104.6	99.9	101.3
COc1cc2c(cc1OCCCCCn1c(-c3ccco3)nc3ccccc31)N=C[C@@H]1CCCN1C2=O	1.4*	14.5	-39.6*	7.8*	2.4*	15.0	-22.3*	-64.2*	4.6*
CCOC(=O)N[C@H]1CCc2c(Br)c(OC)c(OC)c(OC)c2-c2ccc(SC)c(=O)cc21	13.1	-5.7*	.	8.9*	-8.7*	16.7	14.6	17.2	5.5*
CC1=CC(=O)C2=C(C)CC(O)[C@@H]3[C@H](OC(=O)[C@@H]3C)[C@@H]12 (some centres not stated)	102.9	101.5	87.6	100.1	103.3	101.9	107.5	79.5	107.1
CCN(CC)CC(O)CN1CC2CCCCC2C1 (configuration not stated)	.	103.6	128.5	108.9	101.7	101.0	102.9	83.4	90.6
Cc1ccc(CCN)cc1C	106.9	93.9	87.1	94.1	95.8	98.4	102.0	86.6	101.9
CCCOC(=O)Nc1ccc([As](=O)(O)O)cc1NC(=O)OCCC	102.4	99.8	109.2	93.7	100.5	98.4	131.4	86.1	140.2
NC(=O)C[N+](=O)[O-]	110.4	112.9	97.7	100.7	122.9	110.6	119.6	104.9	113.2
CCn1cnc2c(Nc3cccc(Cl)c3)nc(N[C@@H]3CCCC[C@@H]3N)nc21	-4.1*	0.7*	.	6.3*	-2.2*	-4.4*	2.2*	-5.9*	-67.6*
CCN(CC)CCOC(=O)C(OCC(C)C)(c1ccccc1)c1ccccc1	65.2	80.3	54.3	82.2	91.1	86.9	99.7	83.4	97.0
O=[N+]([O-])c1cccc(Cl)c1O	96.4	97.7	98.5	108.3	109.0	114.9	111.8	97.3	116.5
CN1C(=O)C(C)(C2=CCCCC2)C(=O)NC1=S (configuration not stated)	110.0	108.8	110.8	99.6	102.2	106.3	105.8	94.4	105.8
CCCNC(=O)C[C@H](CCC(F)(F)F)C(=O)N[C@H]1N=C(c2ccccc2)c2ccccc2N(C)C1=O	99.7	104.2	76.3	96.5	104.2	101.4	105.6	93.0	120.4
CC(=O)O[C@H](C[C@H](C(C)C)N(C)C(=O)[C@@H](NC(=O)[C@H]1CCCN1C)C(C)C)c1nc(C(=O)N[C@@H](Cc2ccccc2)C[C@H](C)C(=O)O)c(C)s1	2.6*	.	-2.6*	17.7	8.5*	25.1	21.9	50.5	-63.2*
O=[N+]([O-])C(Br)C(c1ccccc1)N1CCOCC1 (configuration not stated)	104.1	75.3	89.9	98.7	104.3	99.4	96.6	97.4	107.2
O=C(O)COc1ccc(Cl)cc1	100.7	97.7	88.4	95.2	102.6	92.6	94.9	90.5	101.2
CCC(C#N)c1ccccc1 (configuration not stated)	101.0&104.5	91.7&102.0	103.7&58.7	101.2&102.2	104.4&98.4	103.0&89.7	94.1&98.1	96.0&81.1	106.9&106.9
CN(Cc1ccc(C(F)(F)F)cc1)CC(O)C(=O)Nc1ccc(C#N)c(C(F)(F)F)c1 (configuration not stated)	87.7	86.2	75.9	95.3	104.8	94.5	99.1	103.3	107.9

Complete entries, looked up by structure. Order of values: HT29 | HCT-116 | A498 | HCT-15 | KM12 | SW-620 | HCC-2998 | SNB-75 | COLO 205
`O=C(O)COc1ccc(Cl)cc1` as listed: 100.7 | 97.7 | 88.4 | 95.2 | 102.6 | 92.6 | 94.9 | 90.5 | 101.2
`O=[N+]([O-])C(Br)C(c1ccccc1)N1CCOCC1` (configuration not stated) as listed: 104.1 | 75.3 | 89.9 | 98.7 | 104.3 | 99.4 | 96.6 | 97.4 | 107.2
`CCn1cnc2c(Nc3cccc(Cl)c3)nc(N[C@@H]3CCCC[C@@H]3N)nc21` as listed: -4.1* | 0.7* | . | 6.3* | -2.2* | -4.4* | 2.2* | -5.9* | -67.6*
`CN1C(=O)C(C)(C2=CCCCC2)C(=O)NC1=S` (configuration not stated) as listed: 110.0 | 108.8 | 110.8 | 99.6 | 102.2 | 106.3 | 105.8 | 94.4 | 105.8

More records:
SMILES	HT29	HCT-116	A498	HCT-15	KM12	SW-620	HCC-2998	SNB-75	COLO 205
N#CC(Br)C(N)=O (configuration not stated)	118.1	103.0	73.7	100.1	103.9	96.3	107.6	89.4	110.0
COP(=O)(OC)C(O)c1ccc(Cl)cc1Cl (configuration not stated)	95.3	104.3	103.1	105.5	114.4	109.6	114.7	95.2	125.2
C1=NCCCN2CCCCC12 (configuration not stated)	106.8	104.2	76.7	110.1	108.7	93.3	111.1	94.1	131.7
O=C(/C=C/c1ccc(Cl)cc1)c1nc2ccccc2n1Cc1ccc(Br)cc1	38.1	33.1	114.9	21.4	67.6	.	65.3	79.2	93.6
O=[N+]([O-])c1ccc2cnn(CSP(=S)(c3ccccc3)c3ccccc3)c2c1	39.6	42.4	.	48.1	63.7	31.7	89.0	70.6	100.7
OCc1ccc2c(c1)OCO2	96.4	101.4	111.1	103.9	102.7	102.0	102.3	84.5	108.4
N[C@H]1C=C(C(=O)O)CC1=C(F)F	97.8	96.4	79.2	108.8	99.7	102.2	96.9	102.8	118.6
CCCC(=O)O[C@@H]1C[C@H]2C[C@@H](O[C@@H]3O[C@@H](C)[C@@H](O)[C@@H](O)[C@H]3OC)C[C@@H](C[C@@H](C)/C=C/C=C\C[C@@H]3O[C@@H](C[C@@H]3C)[C@@H](O)C[C@H]3C[C@@]1(O)C(=O)O3)O2	60.0	56.3	79.9	54.3	65.3	87.4	59.4	55.4	39.4
COCc1c(CN)cnc(C)c1N	92.2	91.6	98.7	103.3	104.0	106.8	99.1	103.0	108.1
CCOP(=O)(NC(C)(C)C)OCC	104.0	92.7	95.2	110.3	103.2	102.5	97.8	103.7	110.6
CCC(C)OC(=O)Cc1ccccc1 (configuration not stated)	26.2	86.2	101.2	100.9	99.4	99.8	114.0	87.5	105.2
CCCCOc1nc2cc(Cl)ccc2cc1C(c1c(O)c2ccccc2oc1=O)c1cn(CCCC)c2ccccc12 (configuration not stated)	114.1	102.5	97.2	102.2	105.5	105.9	117.2	103.8	116.1
CC(CCl)N(C)C (configuration not stated)	92.4	129.4	111.5	106.2	106.9	106.7	100.1	85.3	120.2
O=C(O)c1cc(S(=O)(=O)F)c2ccccc2c1O	99.4	103.1	98.7	103.2	111.5	99.1	97.8	83.7	102.5
OCCCN1CCN(c2cccc(Cl)c2)CC1	99.0	106.4	90.7	112.1	108.7	105.7	101.6	89.9	132.9
CCCC(Cc1ccccc1)N1CCCC1 (configuration not stated)	111.7	111.5	103.2	102.0	105.9	104.3	104.0	91.6	106.8
C=CCOCC1CO1 (configuration not stated)	109.5	106.9	108.3	104.8	111.3	104.7	100.7	.	112.6
Clc1cccc(NCOOC2(OOCNc3cccc(Cl)c3)CCCCCC2)c1	102.2	90.6	98.8	93.2	87.9	107.3	106.8	.	113.5
CC12CCC3C(CCC4CC=CCC43C)C1CCC2=O (configuration not stated)	95.1	106.2	86.1	105.0	121.9	102.2	108.8	95.5	106.0
CC1CS1 (configuration not stated)	119.3	109.8	115.7	107.3	110.9	102.9	116.1	100.1	122.9
CCCOP(=S)(N1CC1C)N1CC1(C)C (configuration not stated)	105.4	109.1	110.4	106.8	104.7	98.5	103.5	94.9	130.6
Cc1ccc(-n2c(=S)[nH]c3ccccc3c2=O)cc1C	116.4	94.5	65.0	98.2	90.1	103.5	100.7	92.3	97.3
CCC(C)N=C=S (configuration not stated)	103.3	100.6	.	98.1	103.0	103.9	101.2	85.2	113.6
Clc1ccc2nnnn2n1	12.9	-15.9*	78.7	24.7	-38.0*	24.5	106.8	80.3	-77.3*
CC(C)OC(=O)[C@H](C)NP(=O)(Oc1ccccc1)C1CCCN(O)C1=O (some centres not stated)	91.7	89.6	.	93.1	94.5	93.1	97.2	108.4	93.1
O=[N+]([O-])c1ccc(S(=O)(=O)F)c(Cl)c1	101.3	97.7	109.6	107.9	102.2	107.1	106.5	90.8	114.1
C#C[C@]1(O)CC[C@H]2[C@H]3[C@H](CC[C@@]21C)[C@H]1CCC(=O)C=C1C[C@H]3C	103.0	86.0	.	102.1	108.4	111.2	97.3	97.7	.
C#C[C@]1(O)CC[C@H]2[C@@H]3CC[C@H]4CC=CC[C@]4(C)[C@H]3CC[C@@]21C	79.0	92.0	110.4	93.0	104.4	100.9	101.1	91.8	106.4
C/C=C/CC(C)C(O)[C@H](NC(=O)[C@@H]1CCCN1C(=O)C(C)(C)NC(=O)CCCCCCC)C(=O)N[C@@](C)(CC)C(=O)N[C@@H](CCC(N)=O)C(=O)N[C@H](CCC(N)=O)C(=O)NC(C)(C)C(=O)NC(C)(C)C(=O)N[C@@H](CCC(N)=O)C(=O)N[C@H](CC(C)C)C(=O)N[C@H](CO)CC(C)C (some centres not stated)	37.8&113.4	25.3&107.5	-7.1*	22.1&100.3	-53.0*!	31.6&103.2	24.0&113.5	-30.3*!	-46.4*!
NCC(=O)c1ccccc1	109.9	101.2	115.0	103.3	109.1	110.3	106.8	89.1	107.8
O=C(CCCC1SCC2NC(=O)NC21)NCCCc1cn(CCOCc2ccc(COC(=O)CCCc3ccc(N(CCCl)CCCl)cc3)cc2)nn1 (configuration not stated)	107.8	106.3	88.7	103.1	97.1	96.7	117.3	98.7	122.1
Nc1nnc(N)n1N	101.5	97.6	73.6	106.5	104.7	104.8	101.5	87.6	110.9
CC1=C[C@H]2O[C@@H]3C[C@H]4OC(=O)/C=C\C=C\[C@H]([C@@H](C)O)OCC[C@@H](C)[C@H](O)C(=O)OC[C@@]2(CC1)[C@]4(C)[C@]31CO1	-27.8*	-27.7*	-80.6*	-7.6*	4.8*	0.4*	-59.9*	-48.3*	-57.8*
CCN(CC)C1CCCCC1	99.8	89.2	100.0	107.8	105.2	99.2	98.9	89.4	110.2
O=C1NC(=O)C(=O)C(=O)N1	101.4	100.7	102.0	97.3	93.5	87.4	109.8	82.1	94.5
CCCCN(CCCC)P(=O)(Oc1ccccc1)Oc1ccccc1	39.1	29.2	93.8	68.1	58.6	52.0	83.7	50.9	75.2
CC(C)(C)c1ccc(O)cc1	112.6	99.4	92.2	103.6	107.1	105.3	114.2	102.5	110.8
O=C(COc1ccc(OCC(=O)N2CC2)cc1)N1CC1	103.8	97.0	114.3	100.1	106.0	102.9	97.4	97.3	110.0
COC(=O)C12CC(NC(=O)c3csc([C@@H](C[C@H](C(C)C)N(C)C(=O)[C@@H](NC(=O)[C@H]4CCCCN4C)C(C)C)OC(C)=O)n3)(C1)C2	2.4*	4.4*	-1.3*	5.8*	11.1	27.4	10.4	47.0	-60.1*
N#CC(N)c1ccccc1 (configuration not stated)	110.8	96.4	81.2	103.7	103.4	103.3	112.7	97.4	116.0

Given field by field: 4 of the compounds above
> CCN(CC)C1CCCCC1
  HT29 = 99.8
  HCT-116 = 89.2
  A498 = 100.0
  HCT-15 = 107.8
  KM12 = 105.2
  SW-620 = 99.2
  HCC-2998 = 98.9
  SNB-75 = 89.4
  COLO 205 = 110.2
> O=C1NC(=O)C(=O)C(=O)N1
  HT29 = 101.4
  HCT-116 = 100.7
  A498 = 102.0
  HCT-15 = 97.3
  KM12 = 93.5
  SW-620 = 87.4
  HCC-2998 = 109.8
  SNB-75 = 82.1
  COLO 205 = 94.5
> CCCCN(CCCC)P(=O)(Oc1ccccc1)Oc1ccccc1
  HT29 = 39.1
  HCT-116 = 29.2
  A498 = 93.8
  HCT-15 = 68.1
  KM12 = 58.6
  SW-620 = 52.0
  HCC-2998 = 83.7
  SNB-75 = 50.9
  COLO 205 = 75.2
> CC(C)(C)c1ccc(O)cc1
  HT29 = 112.6
  HCT-116 = 99.4
  A498 = 92.2
  HCT-15 = 103.6
  KM12 = 107.1
  SW-620 = 105.3
  HCC-2998 = 114.2
  SNB-75 = 102.5
  COLO 205 = 110.8

The results go on:
SMILES	HT29	HCT-116	A498	HCT-15	KM12	SW-620	HCC-2998	SNB-75	COLO 205
C[C@]12CC[C@H]3[C@@H](C[C@@H]4SC(Nc5ccccc5)=N[C@@]45C/C(=N/O)CC[C@]35C)[C@@H]1CCC2=O	32.1	9.0*	96.3	44.3	67.8	34.8	102.3	76.0	97.0
COC(=O)CC(c1ccc(O)c(Cl)c1)c1c(O)c2ccccc2oc1=O (configuration not stated)	107.7[8.25 µM]	101.4[8.25 µM]	100.7[8.25 µM]	94.5[8.25 µM]	.	103.7[8.25 µM]	110.7[8.25 µM]	88.7[8.25 µM]	116.5[8.25 µM]
CC1(C)COP(=O)(CCC#N)OC1	108.9	109.9	81.8	111.3	115.6	105.7	110.0	110.2	125.7
NC(=S)N=Nc1c(O)[nH]c(=O)[nH]c1=O	66.1	18.0	.	71.0	108.3	94.2	109.6	84.2	109.0
CC(Cl)CN(CC(C)Cl)c1ccc(S(=O)(=O)Nc2ncccn2)cc1 (configuration not stated)	94.0	87.5	95.5	90.4	104.3	72.4	88.1	58.6	93.2
CC(=O)[C@H]1CC[C@H]2[C@@H]3CC[C@@H]4C[C@H](O)CC[C@]4(C)[C@H]3[C@H](O)C[C@]12C	108.7	96.6	103.6	92.6	108.0	111.9	108.1	82.7	116.5
O=C1N(c2nncs2)CCN1[N+](=O)[O-]	99.9	90.9	98.5	100.0	100.3	100.0	93.0	81.8	117.2
CCOc1ccc(N)cc1	107.3	101.0	.	102.7	100.4	102.9	96.5	82.1	106.4
NCCc1ccc(OCc2ccccc2)c(OCc2ccccc2)c1	55.0	61.8	79.0	75.3	80.7	83.7	34.6	63.9	13.5
N#C[S-].[Au+].c1ccc(CN2[CH-]N(Cc3ccccc3)C(c3ccccc3)=C2c2ccccc2)cc1	7.0*	8.1*	-37.3*	13.8	14.2	17.9	30.9	43.6	-76.9*
